IDE act: boosts human insulin-degrading enzyme activity in HEK cells. activation, % at 5.96 µM. AID 493087. 340,000 compounds, 0.073% hits. FAbeta-B cleavage, fluorescence polarization; 0% vehicle, 100% cell-free pure enzyme wells;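 active = activation above the mean of all tested compounds plus 3 SD, set per screening campaign, cut at about 17% in these data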
DNA FID counter: fluorescent intercalator displacement, NS3 helicase counter-screen | DNA fluorescent intercalator displacement, fluorescence | inhibition, % at 7.9 µM | 290,000 compounds, 0.17% hits | AID 1845; in the data active = inhibition above about 37%;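 note: 0% = vehicle and 100% = reference compound; higher means more ethidium bromide displaced from hairpin DNA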
NS3 helicase inh: HCV NS3 helicase inhibition; NS3 helicase DNA unwinding, Cy5 molecular beacon fluorescence; inhibition, % at 10.9 µM; 290,000 compounds, 0.56% hits;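 active = inhibition above the mean of all tested compounds plus 3 SD, set per campaign, cut at about 35% in these data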;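 note: 0% = DMSO wells and 100% = thioflavine S control wells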
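test system = hepatitis C virus NS3 helicase domain fragment enzyme | reagent = annealed dual-labelled DNA beacon duplex, ATP-started | times = 1 h at 25 °C | detection = Cy5 fluorescence, 0 and 60 min reads | read-out basis = percent inhibition from t60/t0 fluorescence ratio | control set = DMSO and thioflavine S | replication = one well per compound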
pCIP destab: compounds decreasing mouse p/CIP protein stability; F442A p/CIP-EGFP cells, EGFP fluorescence, 16 h; decrease of EGFP signal, % at 10 µM; 290,000 compounds, 0.01% hits;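 active = EGFP signal decrease of at least 30% at 10 µM or well 3 SD below plate mean, unless failing retest; inactive = the rest, including hits failing retest or dose response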; note: some compounds called inactive have numbers as strong as hits; many of its hits are not listed in these tables
IMP-1 inhibitor: inhibitors of Pseudomonas aeruginosa IMP-1 metallo-beta-lactamase; purified IMP-1, nitrocefin hydrolysis, epi-absorbance fluorescence; inhibition, % at 5.6 µM; 290,000 compounds, 0.45% hits;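 active = inhibition above the mean plus 3 SD of all compounds in the same screening run, cut at about 4.5% in these data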;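 note: 0% = IMP-1 with DMSO and 100% = DMSO wells lacking enzyme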
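System: Purified recombinant IMP-1 metallo-beta-lactamase enzyme | Measured by: Fluorescence quenching readout, ex 480/em 530 nm | Replication: Singlicate | Incubation: 15 min preincubation plus 25 min reaction at 25 °C | Evaluation: Percent inhibition from optical density relative to buffer-blank wells | Benchmarks: DMSO with and without IMP-1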
PHOSPHO1 inh: PHOSPHO1 (human) inhibition; Q8TCT1; recombinant PHOSPHO1, absorbance phosphatase assay; inhibition, % at 13.3 µM; 290,000 compounds, 1.1% hits; AID 1565; in the data active = inhibition above about 60%
VIM-2 inh: inhibitors of Pseudomonas aeruginosa VIM-2 metallo-beta-lactamase. purified VIM-2, nitrocefin hydrolysis, epi-absorbance fluorescence. inhibition, % at 5.6 µM. 290,000 compounds, 0.89% hits;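 active = inhibition above the mean of all tested compounds plus 3 SD, cutoff set per screening run, cut at about 7.5% in these data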;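 note: red hydrolysis product quenches plate fluorescence so inhibitors raise well fluorescence; 0% = enzyme with DMSO and 100% = DMSO without enzyme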
MEKK3 PB1 HTS: modulators (inhibitors or enhancers) of MEK5 binding to human MEKK3 PB1 domain; Q99759; bead-based flow cytometry, Alexa488-MEK5 binding to MEKK3; actives lie on both sides; 0 = blocked by unlabeled MEK5, 100 = vehicle; binding response (% of control), % at 10 µM; 290,000 compounds, 1.4% hits; AID 1529;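 active = binding response more than 3 SD above or below the average of its plate-row segment, actives on both sides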;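 note: Alexa488 bead fluorescence after subtracting the streptavidin-only scavenger bead signal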
Target sequence (Q99759 whole entry, looked up, the tested form may be a part): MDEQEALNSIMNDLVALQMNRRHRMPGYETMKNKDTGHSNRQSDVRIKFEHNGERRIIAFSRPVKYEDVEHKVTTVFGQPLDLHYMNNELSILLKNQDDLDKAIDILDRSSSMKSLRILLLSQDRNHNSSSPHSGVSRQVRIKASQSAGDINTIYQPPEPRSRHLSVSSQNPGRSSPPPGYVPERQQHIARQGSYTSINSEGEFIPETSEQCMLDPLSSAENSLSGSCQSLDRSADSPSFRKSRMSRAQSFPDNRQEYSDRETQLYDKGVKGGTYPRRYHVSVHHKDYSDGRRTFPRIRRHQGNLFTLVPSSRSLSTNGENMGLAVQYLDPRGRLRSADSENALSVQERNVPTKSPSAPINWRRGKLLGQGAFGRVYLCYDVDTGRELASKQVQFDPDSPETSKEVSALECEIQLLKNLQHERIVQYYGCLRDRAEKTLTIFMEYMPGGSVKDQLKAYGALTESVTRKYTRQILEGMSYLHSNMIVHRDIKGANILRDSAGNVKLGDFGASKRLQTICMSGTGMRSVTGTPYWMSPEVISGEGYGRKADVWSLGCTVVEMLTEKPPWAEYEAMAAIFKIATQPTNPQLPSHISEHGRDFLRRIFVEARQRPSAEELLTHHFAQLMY
UBC9 SUMO inh: inhibitors of human SUMOylation (UBC9); HTRF SUMOylation assay, SAE1/SAE2 + UBC9, in vitro; inhibition, % at 35 µM; 290,000 compounds, 0.36% hits; AID 2006; in the data active = inhibition above about 50%, passing the limit was not always enough; note: strong numbers were not always called active
Target sequence (P63279 whole entry, looked up): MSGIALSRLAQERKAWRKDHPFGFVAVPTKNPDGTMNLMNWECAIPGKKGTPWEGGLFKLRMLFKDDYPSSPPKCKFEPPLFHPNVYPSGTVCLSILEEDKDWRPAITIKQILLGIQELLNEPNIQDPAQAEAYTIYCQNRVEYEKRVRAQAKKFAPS
The depositor's hits bear a star; / = not tested or not shown. This is a subset (hit frequency here may not be typical).

SMILES	IDE act	DNA FID counter	NS3 helicase inh	pCIP destab	IMP-1 inhibitor	PHOSPHO1 inh	VIM-2 inh	MEKK3 PB1 HTS	UBC9 SUMO inh
COCCCNC(=O)C1CC(=O)OC1c1ccc(OC)c(OC)c1 (configuration not stated)	5	-14	5	-8	-1.7	-9	-2.4	102	4
COc1ccc(N2CCN(CCCNC(=O)c3cc4sccc4n3C)CC2)cc1	-4	28	-31	-2	-3.7	6	-2.1	108	-4
Cc1nc(N)c(C#N)c(-c2cccnc2)c1C	-3	-4	12	-8	-1.5	-3	-2.4	108	12
CC(=O)[C@@]12O[C@@H]1C[C@H]1[C@@H]3CC[C@H]4C[C@@H](O)CC[C@]4(C)[C@H]3CC[C@@]12C	-2	-23	10	-26	-0.2	20	-2.9	113	9
CCOC(=O)c1c(C)c(C(=O)NCC2CCCO2)c(C)n1CC (configuration not stated)	1	-4	-2	0	-2.1	3	-2.8	103	4
O=C(Nc1cccc2c1CCCC2)C1CCN(C(=O)NC2CCCCC2)CC1	0	-1	3	7	-0.8	0	-0.8	104	10
O=C(c1ccccc1Cl)N1CCC(N2CCC(C(=O)N3CCCC3)CC2)CC1	5	-10	-3	-9	-0.5	18	-1.2	98	20
O=C1CC(c2ccco2)CC(O)=C1C=NCCN1CCN(C2CC(=O)N(c3ccccc3)C2=O)CC1 (configuration not stated)	-2	-18	8	-33	-0.3	25	-2.6	102	33
C=CCn1c(SCC(=O)Nc2cccnc2Cl)nnc1-c1ccc(C(C)(C)C)cc1	6	-41	-3	4	-2.9	-24	-3.1	97	-8
CC(Nc1nc(-c2ccc3c(c2)NC(=O)CO3)cs1)c1ccccc1 (configuration not stated)	2	-18	-8	3	-1.8	28	2.3	95	5
N#C/C(=N\Nc1ccc(F)cc1)C(=N)N1CCCCC1	-6	-2	7	-16	-2.4	16	-3.5	99	32
CN1CCN(S(=O)(=O)c2ccc(Br)s2)CC1	9	-2	0	0	-2.4	18	-2.2	100	-25
Cc1ccc(N(CC(=O)NC2CCCCC2)C(=O)CCCC(=O)Nc2ccccn2)c(C)c1	1	-41	6	-5	-2.8	24	-2.8	102	-1
CCc1ccccc1Cn1c(=O)oc2cccnc21	6	-4	7	5	-2.2	46	-2.0	102	15
COc1ccccc1/C=C1\CCC(C2CCCC2)C1=O (configuration not stated)	1	-26	-12	1	-0.8	23	0.5	105	-10
CCOc1ccc2[nH]c3c(NCCC(C)C)ncnc3c2c1	-17	13	-40	3	-3.2	9	-3.0	103	-32
Cc1cc(NC(=O)CSc2nc3c(c(=O)n2CCc2ccccc2)SC(C)C3)no1 (configuration not stated)	-1	3	-3	-3	-0.5	-12	-1.5	104	8
COc1ccc(NC(=O)CSc2nnc(CNC(=O)c3ccco3)o2)c(OC)c1	3	-1	4	4	-1.9	12	-3.3	101	17
COc1ccc(C(c2nnnn2C2CCCCC2)N2CCN(c3ccccc3)CC2)cc1 (configuration not stated)	/	-3	-1	-14	-3.2	15	-1.4	/	-16
c1csc(-c2nc3ccccn3c2NC2CCCCC2)c1	5	0	-11	-27	-0.8	21	-0.4	104	19
O=C(NCc1ccco1)C1(c2ccc(Cl)cc2)CCCC1	3	-10	3	-4	-4.3	6	-4.9	107	49
Cn1c(=O)c2c(nc(SCC(=O)O)n2Cc2cc3c(cc2Cl)OCO3)n(C)c1=O	5	-30	2	-8	-6.6	64*	-7.9	100	23
O=C(CSc1nc2ccccc2c(=O)[nH]1)Nc1ccc(C(=O)O)cc1	10	-8	15	22	-0.1	16	3.0	62	1
CN1CCN(C(=O)/C(=C/c2cn(S(=O)(=O)N(C)C)c3ccccc23)NC(=O)c2ccccc2F)CC1	5	9	-20	-16	-3.2	12	-2.5	102	0
Cc1cccc(C(=O)N2CCN(c3ncnc4c3cnn4-c3ccccc3)CC2)c1	-5	-10	0	-3	-2.9	13	-3.1	106	8
Cc1noc(C)c1C(=O)N1CCCC(Nc2ccc(C(C)C)cc2)C1 (configuration not stated)	2	-24	7	3	0.5	38	-0.8	102	-4
O=C(Cn1ncc2c3ccccc3n(Cc3ccccc3F)c2c1=O)NCCN1CCOCC1	8	11	-28	6	-2.2	22	-1.7	102	-4
CCC(Oc1ccccc1)C(=O)Nc1nc2ccccc2[nH]1 (configuration not stated)	3	-20	-1	-3	-2.7	32	-4.4	101	7
Cc1ccc(NC(=O)C(=O)NCCN2CCN(C(=O)C(c3ccccc3)c3ccccc3)CC2)cc1	-1	2	4	-4	-2.0	37	-4.2	98	2
CC1=C(C)CC(C(=O)Nc2ccc(C(N)=O)cc2)C(C(=O)O)C1 (configuration not stated)	3	-3	-1	0	-1.3	-4	4.8	101	13
COC(=O)c1ccc(NC(=O)c2c(C(=O)Nc3ccccc3)sc3nc(C)cc(=O)n23)cc1	-1	-6	3	0	-2.4	4	-4.5	101	23
CCCCN(C(=O)NC(=O)Nc1ccccc1OCC)S(C)(=O)=O	6	0	-2	2	-1.8	29	-2.5	102	-3
Cc1ccc(C(=O)NCCC(=O)N2CCOCC2)cc1	4	-1	10	-5	-0.3	23	-0.7	100	-7
Cc1ccc(NC(=O)C2CCCN2S(=O)(=O)c2ccc(F)cc2)c(C)c1 (configuration not stated)	2	-8	4	8	-5.1	10	-2.5	98	4
NNC(=O)c1[nH]c2ccc(Br)cc2c1-c1ccccc1	6	-4	-6	-20	-2.0	24	-4.1	98	22
CC(=O)c1ccc(OC(=O)c2ccc(Br)o2)cc1	4	4	2	-4	-2.5	25	-2.3	100	-6
COc1cccc(OC)c1C(=O)NNC(=O)c1cccc(COc2ccc3c(c2)CCC3)c1	-2	-28	-9	-6	-3.1	6	-3.3	/	-21
COc1ccc(C(=O)C2CCCN(C(=O)c3cccc(Cn4cccn4)c3)C2)cc1F (configuration not stated)	-4	-37	-1	-9	-1.7	33	-1.1	96	7
CC1CCCN(S(=O)(=O)c2ccccc2[N+](=O)[O-])C1 (configuration not stated)	3	1	-4	-3	-4.2	-1	-4.0	99	5
Cc1cccc(N2C(=O)c3cccc(Oc4ccc(Cl)cc4)c3C2=O)c1	6	-6	4	4	0.2	-14	-1.0	130*	-11

A different layout for some results above:
> CC1CCCN(S(=O)(=O)c2ccccc2[N+](=O)[O-])C1 (configuration not stated)
  IDE act: 3 | DNA FID counter: 1 | NS3 helicase inh: -4 | pCIP destab: -3 | IMP-1 inhibitor: -4.2 | PHOSPHO1 inh: -1 | VIM-2 inh: -4.0 | MEKK3 PB1 HTS: 99 | UBC9 SUMO inh: 5
> O=C(CSc1nc2ccccc2c(=O)[nH]1)Nc1ccc(C(=O)O)cc1
  IDE act: 10 | DNA FID counter: -8 | NS3 helicase inh: 15 | pCIP destab: 22 | IMP-1 inhibitor: -0.1 | PHOSPHO1 inh: 16 | VIM-2 inh: 3.0 | MEKK3 PB1 HTS: 62 | UBC9 SUMO inh: 1

Ordered by SMILES length (smallest number first): some entries from above
SMILES	IDE act	DNA FID counter	NS3 helicase inh	pCIP destab	IMP-1 inhibitor	PHOSPHO1 inh	VIM-2 inh	MEKK3 PB1 HTS	UBC9 SUMO inh
O=C(NCc1ccco1)C1(c2ccc(Cl)cc2)CCCC1	3	-10	3	-4	-4.3	6	-4.9	107	49
CCCCN(C(=O)NC(=O)Nc1ccccc1OCC)S(C)(=O)=O	6	0	-2	2	-1.8	29	-2.5	102	-3
Cc1cccc(N2C(=O)c3cccc(Oc4ccc(Cl)cc4)c3C2=O)c1	6	-6	4	4	0.2	-14	-1.0	130*	-11
Cc1cccc(C(=O)N2CCN(c3ncnc4c3cnn4-c3ccccc3)CC2)c1	-5	-10	0	-3	-2.9	13	-3.1	106	8
O=C(Cn1ncc2c3ccccc3n(Cc3ccccc3F)c2c1=O)NCCN1CCOCC1	8	11	-28	6	-2.2	22	-1.7	102	-4

Continued:
SMILES	IDE act	DNA FID counter	NS3 helicase inh	pCIP destab	IMP-1 inhibitor	PHOSPHO1 inh	VIM-2 inh	MEKK3 PB1 HTS	UBC9 SUMO inh
COc1cc(C2CC(c3ccccc3)=NN2c2ccccc2)ccc1OCC(=O)O (configuration not stated)	-4	1	-17	-3	-3.0	28	1.4	100	45
COc1ccc(C(=O)N/C(=C\c2ccccc2)C(=O)NC(CCSC)C(=O)O)cc1 (configuration not stated)	4	-15	2	-8	-1.4	21	0.2	106	29
CC(=O)C(N=Nc1ccccc1)(Sc1nnc(-c2ccccc2)n1-c1ccccc1)C(=O)Nc1ccccc1 (configuration not stated)	8	-35	20	2	-1.1	44	-2.6	100	15
OC(COc1ccc2cc(Br)ccc2c1)Cn1ccnc1 (configuration not stated)	-6	0	-37	-6	-3.2	40	-1.0	101	18
CC(C)CCn1c(N2CCN(c3cccc(Cl)c3)CC2)nc2c1c(=O)[nH]c(=O)n2C	2	-14	-1	-9	-3.5	-16	0.3	99	2
Oc1c(Br)cccc1/C=N/Nc1c(F)c(F)c(F)c(F)c1F	2	2	-6	-2	-2.0	2	0.2	105	12
CCOC(=O)CNC(=O)C1c2ccccc2Oc2ccccc21	-5	-2	-2	3	-1.3	19	-0.3	103	4
COc1ccccc1N1CCN(C2CCCN(Cc3c(F)cccc3F)C2)CC1 (configuration not stated)	2	-5	-1	-7	-3.8	47	-4.3	98	4
Fc1cccc(CN2CCC(Cc3ccccc3)CC2)c1	-1	6	4	-19	-1.0	18	-1.6	105	16
Cc1nnc(N2C(=O)C(O)=C(C(=O)c3ccco3)C2c2ccc(C(C)(C)C)cc2)s1 (configuration not stated)	0	-16	19	-25	-1.4	-11	-2.4	105	8
COc1ccc(CCN2C(=O)CSC2=Nc2ccc(C(C)C)cc2)cc1OC	/	-22	-12	-12	-2.3	12	-0.9	93	-9
CC(C)Cc1nn2c(N)c(/C=C3\C=Nc4ccccc43)c(=O)nc2s1	-2	-6	9	-12	-0.7	20	-1.1	93	22
O=C(COC(=O)c1ccc(Cl)c(S(=O)(=O)N2CCCC2)c1)NC1CCCC1	2	-18	-9	-3	-1.4	-12	1.7	91	9
Cc1onc(-c2ccccc2)c1NC(=O)N(Cc1ccccc1)C(C)C	8	-20	5	-4	-2.7	3	-1.9	92	19
COc1cccc(N2CCN(c3nc(-c4ccccc4C)cc(=O)[nH]3)CC2)c1	5	-35	-12	-3	-2.3	4	-1.7	111	14
